HTR2A ag: activates the mouse 5-HT2A serotonin receptor | P35363 | CHO-K1 mHTR2A beta-arrestin complementation, luminescence; percent of 30 µM serotonin response | activation, % at 7.6 µM | actives 0.66% (n = 360,000);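 active = activation above a run cutoff, the mean activation of all tested compounds plus 3 SD, cut at about 14% in these data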;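 also: 0% = plate median of compound wells and 100% = 30 µM serotonin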
Exocytosis inh: blocks lytic granule exocytosis; TALL-104 LAMP-1 surface exposure, flow cytometry; cells stimulated with thapsigargin and PMA; actives 0.66% (n = 360,000); AID 651702; inhibition, % at 10 µM;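 active = inhibition above about 55%, limit read from the data; inconclusive = no clear call, values can overlap the other calls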
ABCB6 inh MLPCN: inhibitors of human ABC transporter ABCB6; K562-ABCB6 porphyrin accumulation, flow cytometry, 1 h; hits give low values; fluorescence ratio to DMSO, % at 10 µM; actives 0.19% (n = 360,000); AID 602162;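 active = fluorescence ratio to DMSO below 75%, the collection mean minus 3 SD; inconclusive = too few cells collected in the well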;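 also: signal is porphyrin accumulated inside mitochondria; 100% equals median channel fluorescence of DMSO control wells; lower ratio means ABCB6 inhibition with less porphyrin fluorescence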
MC4R barr agon: activates human MC4R beta-arrestin recruitment | actives 0.98% (n = 360,000) | activation, % at 8.9 µM | U2OS MC4R beta-arrestin complementation, luminescence; percent of melanotan II response, DMSO zero | P32245;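 active = activation above a per-plate cutoff, the mean activation of sample wells on that plate plus 3 SD, cut at about 8% in these data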
PDI turbidity: PDI (human) enzyme inhibition. AID 588391. P07237. PDI insulin aggregation turbidity, A650, 90 min. inhibition, % at 10 µM. actives 0.052% (n = 350,000);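 active = mean inhibition across replicates of 30% or more, whatever share of single replicates reach that level; inconclusive = mean inhibition below 30% while every single replicate reaches 30%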;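 also: absorbance from insulin aggregation driven by PDI reduction with DTT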
ABHD5-PLIN5 inh: ABHD5-PLIN5 protein interaction inhibition | Q00G26+Q8WTS1 | Split G. princeps luciferase complementation, luminescence, 4 h | inhibition, % at 4 µM | actives 0.78% (n = 360,000);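 active = inhibition above the mean inhibition across every tested compound plus 3 SD, cut at about 22% in these data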;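 also: 0% = DMSO only wells and the 100% control is not disclosed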
Target sequence (Q00G26 whole entry, looked up): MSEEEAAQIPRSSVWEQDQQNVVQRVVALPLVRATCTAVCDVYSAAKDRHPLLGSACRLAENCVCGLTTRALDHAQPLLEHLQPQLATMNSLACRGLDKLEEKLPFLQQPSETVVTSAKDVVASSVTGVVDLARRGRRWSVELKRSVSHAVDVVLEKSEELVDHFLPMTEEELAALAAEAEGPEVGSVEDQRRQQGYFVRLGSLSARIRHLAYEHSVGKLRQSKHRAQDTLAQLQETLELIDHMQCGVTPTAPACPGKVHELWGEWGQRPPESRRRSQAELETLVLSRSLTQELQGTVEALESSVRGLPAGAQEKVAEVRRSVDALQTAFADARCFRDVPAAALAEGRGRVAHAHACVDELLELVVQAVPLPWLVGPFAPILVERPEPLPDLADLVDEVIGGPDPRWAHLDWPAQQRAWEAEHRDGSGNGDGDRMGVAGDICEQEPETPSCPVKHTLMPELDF
Target sequence (Q8WTS1 whole entry, looked up): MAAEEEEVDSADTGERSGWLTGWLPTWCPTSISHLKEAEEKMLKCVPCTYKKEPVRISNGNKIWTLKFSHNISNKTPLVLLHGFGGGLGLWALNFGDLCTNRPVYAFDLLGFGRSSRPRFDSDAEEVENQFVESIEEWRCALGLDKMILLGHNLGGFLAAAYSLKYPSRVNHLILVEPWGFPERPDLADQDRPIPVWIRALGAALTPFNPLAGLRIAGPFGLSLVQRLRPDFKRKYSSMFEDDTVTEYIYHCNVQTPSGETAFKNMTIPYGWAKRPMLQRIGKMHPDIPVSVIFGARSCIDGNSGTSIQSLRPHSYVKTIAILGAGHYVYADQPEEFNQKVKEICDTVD
H9c2 protect: myocardial damage modulation in H9c2 cells; H9c2 cardiomyocytes, H2O2 injury protection, ATPLite, 2 h; actives 0.63% (n = 360,000); protection from H2O2 cell death, % at 20 µM; AID 588492;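 active = compounds giving at least 50% protection of heart cells from peroxide-induced death in the single-dose screen, raw or plate-pattern-corrected value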;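 also: 0% = DMSO wells with peroxide and 100% = DMSO wells without peroxide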
CaV13 FRET inh: Primary screen for inhibitors of IQ motif and Ca2+-dependent inactivation inhibitor domain binding in CACNA1D, Förster resonance energy transfer in living cells, …. HEK cells, CFP/YFP FRET ICDI-IQ, plate reader, 10 min; percent FRET-ratio fall versus neutral wells. AID 743397. inhibition, % at 12.3 µM. actives 0.098% (n = 340,000);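 active = mean replicate inhibition of at least 30% and at least 1% of replicates passing that level; inconclusive = only one of the two criteria is met; inactive = neither criterion is met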;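 also: 0% = median of the neutral control wells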
MC4R antagonist: blocks human MC4R cAMP signaling. P32245. MC4R-expressing cells, MTII-stimulated cAMP, LANCE TR-FRET. inhibition, % at 6.5 µM. actives 0.48% (n = 360,000). AID 540295;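 active = inhibition above its plate's cutoff, the mean of tested wells on that plate plus 3 SD, cut at about 29% in these data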;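 also: 0% = Melanotan II alone and 100% = Melanotan II plus saturating MCL0020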
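Assay system: U2OS cells stably expressing human melanocortin 4 receptor (MC4R) / Dosing: 6.5 µM / Timing: compound 30 min, challenge 1 h, detection 1 h / Measured by: Eu-cAMP/anti-cAMP TR-FRET, emission 671 nm / Replicates: singlicate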
N-glyco inh: blocks N-linked glycosylation in D54 reporter cells | D54 ERlucT glycosylation luciferase reporter, 24 h; percent of 100 nM tunicamycin response | reporter increase, % at 12.5 µM | actives 0.23% (n = 360,000) | AID 588692;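 active = mean luciferase reporter signal, scaled so untreated is 0 and the glycosylation-blocking control 100, at or above a set limit in every replicate; inconclusive = mean reaches the limit but not every replicate does; inactive = mean below the limit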;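 also: luciferase carries N-glycosylation sites so blocking glycosylation raises the light; 0% = median of neutral control wells and 100% = median of 100 nM tunicamycin wells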
The depositor's hits bear a star; u = inconclusive; x = not tested or not shown.

SMILES	HTR2A ag	Exocytosis inh	ABCB6 inh MLPCN	MC4R barr agon	PDI turbidity	ABHD5-PLIN5 inh	H9c2 protect	CaV13 FRET inh	MC4R antagonist	N-glyco inh
CCOC(=O)C1CCN(c2ncnc3c2oc2ccc(Cl)cc23)CC1	-4	-3	102	-0.1	-4	-6	-24	x	0	2
COCCNC(=O)/C(C#N)=C/c1ccc(OCC(=O)NC2CCCCC2)cc1	-1	-5	92	-2.0	0	1	4	-2	-4	0
COc1cc(NC(=O)N2CCc3nc(NCc4cccc(Oc5ccccc5)c4)ncc3C2)cc(OC)c1OC	-3	16	104	-0.3	2	3	-5	-12	-4	23
CCOC(=O)CCc1c(C)c2ccc(OCc3nn[nH]n3)c(C)c2oc1=O	-2	1	101	-0.3	-4	2	-8	-3	3	-1
CC1C(=O)N2CCCc3cc(NC(=O)C(=O)NCc4ccc5c(c4)OCO5)cc1c32 (centres undefined)	6	-2	100	-0.9	-1	-5	6	-2	6	0
O=C(COC(=O)CSc1cccc2cccc(Cl)c12)Nc1ncc(C(F)(F)F)cc1Cl	4	0	96	1.2	-2	-1	-4	-5	16	1
O=C(Nc1ccccc1)c1nc[nH]c1C(=O)NCCNC(=O)c1[nH]cnc1C(=O)Nc1ccccc1	-6	-3	94	1.1	-4	-1	52*	-5	25	-1
O=C(CNC(=O)c1ccco1)NCC(=O)OCc1ccccc1Br	-3	-1	105	2.1	2	-4	7	x	10	2
CCCCCCCCSC1=CC(=O)C(OC)=C(OC)C1=O	1	114*	93	-1.2	-17	65*	-27	-8	-5	-3
COc1ccc(-n2nc([N+](=O)[O-])c(=NCc3cccnc3)n2O)cc1	-1	-4	96	0.6	1	-4	3	-5	2	4
COc1cc(-c2c(-c3ccc4c(c3)OCO4)noc2-c2ccsc2)ccc1F	-4	-3	99	3.2	-3	7	-8	-10	5	-3
COc1ccc(N=CC2=C(O)c3ccccc3C2=O)cc1	-3	0	89	-2.0	1	-7	-23	-5	-8	-16
O=C(NCCN1CCN(Cc2ccc([N+](=O)[O-])cc2)CC1)C(=O)Nc1ccccc1	2	2	92	-0.4	-3	-10	1	-7	-4	0
CC1CCCCN1S(=O)(=O)c1ccccc1[N+](=O)[O-] (centres undefined)	6	-2	98	0.6	-8	-2	-4	-3	-3	-1
Cc1cc(C)c2nc(-c3ccccn3)cc(C(=O)Nn3cnnc3)c2c1	-4	6	101	-0.5	-1	2	-1	3	17	1
COc1cc2ccccc2cc1C(=O)N(CCN(C)C)c1nc2c(C)cccc2s1	-7	7	100	2.0	7	7	-10	-7	28	-3
CCOc1cc2[nH]c(=O)n(Cc3ccc(C(=O)NCCOC)cc3)c(=O)c2cc1OCC	3	18	98	-0.6	-4	0	-5	-7	-2	1
COc1cc(C2Nc3ccccc3C(=O)N2c2ccc3c(c2)OCCO3)ccc1OCC(C)C (centres undefined)	-4	2	95	0.7	-6	-2	-26	-2	0	-17
COC(=O)C1CC2=C(CCC2=O)N(c2ccccc2)C1=O (centres undefined)	0	9	94	0.4	-3	2	14	-5	1	2
Cc1ccc(NC(=O)Nc2cccnc2)cc1Cl	-3	18	92	-0.9	-11	-4	-15	-4	-7	-1
O=C(c1ccc2nc[nH]c2c1)N1CCc2ccccc2C1	-3	2	97	-1.2	-5	0	-3	-7	3	1
COc1ccccc1CNC(=O)N/C=C/c1ccc(Cl)cc1	2	-2	90	-1.1	10	0	-1	-5	7	-2
CC1=C(OC(=O)c2ccc(Br)cc2)C(C)(C)C(c2ccccc2)OC1=O (centres undefined)	-3	-1	99	-0.4	-25	1	-9	-1	2	0
COCCCn1cn[nH]c1=S	-1	1	93	-2.1	-3	-4	5	2	4	3
COc1cccc(NC(=O)CN(c2ccc3c(c2)OCO3)S(C)(=O)=O)c1	-3	0	103	0.5	21	-2	1	10	5	-2
CC(C)(C)OC(=O)N1CCCN(C(=O)Nc2ccc(C(F)(F)F)cc2)CC1	-3	-2	97	-0.4	1	3	0	-18	4	2
COc1cccc2cc(C(=O)N(C)C3CCN(C)CC3)c(=O)oc12	0	-2	99	-2.2	-1	4	2	x	-4	2
COc1ccc(N2C(=O)CCC(C(=O)Nc3cccc(C)n3)C2c2ccc(OC)c(OC)c2)cc1 (centres undefined)	3	-2	97	-1.0	1	4	2	-4	16	-2
CCc1cccc(CC)c1NC(=S)NCCc1c(C)[nH]c2ccc(C)cc12	-11	-1	102	1.8	-5	-8	-25	-7	7	-9
Cc1ccc(CNC(=O)CN(c2cccc([N+](=O)[O-])c2)S(C)(=O)=O)cc1	1	0	99	-2.7	-6	-1	0	-6	-5	2

Part of the list above, with two lines to a compound.
Each structure is followed by: HTR2A ag | Exocytosis inh | ABCB6 inh MLPCN | MC4R barr agon | PDI turbidity | ABHD5-PLIN5 inh | H9c2 protect | CaV13 FRET inh | MC4R antagonist | N-glyco inh
Cc1ccc(NC(=O)Nc2cccnc2)cc1Cl
  -3 | 18 | 92 | -0.9 | -11 | -4 | -15 | -4 | -7 | -1
O=C(c1ccc2nc[nH]c2c1)N1CCc2ccccc2C1
  -3 | 2 | 97 | -1.2 | -5 | 0 | -3 | -7 | 3 | 1
COc1ccccc1CNC(=O)N/C=C/c1ccc(Cl)cc1
  2 | -2 | 90 | -1.1 | 10 | 0 | -1 | -5 | 7 | -2
CC1=C(OC(=O)c2ccc(Br)cc2)C(C)(C)C(c2ccccc2)OC1=O (centres undefined)
  -3 | -1 | 99 | -0.4 | -25 | 1 | -9 | -1 | 2 | 0
COCCCn1cn[nH]c1=S
  -1 | 1 | 93 | -2.1 | -3 | -4 | 5 | 2 | 4 | 3
COc1cccc(NC(=O)CN(c2ccc3c(c2)OCO3)S(C)(=O)=O)c1
  -3 | 0 | 103 | 0.5 | 21 | -2 | 1 | 10 | 5 | -2

Later entries
SMILES	HTR2A ag	Exocytosis inh	ABCB6 inh MLPCN	MC4R barr agon	PDI turbidity	ABHD5-PLIN5 inh	H9c2 protect	CaV13 FRET inh	MC4R antagonist	N-glyco inh
O=C(NNc1cccc(Cl)n1)Nc1ccc(Cl)cc1	0	3	101	0.9	3	-2	3	-4	12	0
CCn1nc(C(=O)Nc2cccc3ccccc23)c(Cl)c1Cl	-2	2	100	-1.0	1	-8	-1	20	-1	1
CC(=O)Nc1sc(C)c(C)c1C(=O)Nc1ccc(C)cc1	-3	0	99	-1.0	4	5	1	-5	5	4
Cc1nn(-c2cc(N3CCCCC3)ccc2[N+](=O)[O-])c(=O)c2ccccc12	4	-5	91	-1.4	-6	7	2	-8	-3	-1
Cc1ccc(S(=O)(=O)N2CCCCC2)cc1	-2	-1	98	-2.2	-1	-4	-5	-12	3	0
COc1ccc(NC(=S)N2CCN(C/C=C/c3ccccc3)CC2)cc1OC	-5	-6	106	-1.1	-6	-3	-11	x	-2	-3
O=C1NC(=Nc2ccccc2)S/C1=C\c1cccn1-c1ccccc1	2	1	115	2.9	1	-3	0	-6	-8	18
O=C(NCCS(=O)(=O)N1CCN(c2ccc(F)cc2)CC1)c1ccc2c(c1)OCO2	6	-4	95	-1.1	7	-1	-4	-5	-3	1
C[C@H](N)C(=O)N1CCC(C(=O)N[C@@H](Cc2ccccc2)C(=O)Nc2ccc(F)cc2)CC1	0	5	106	1.3	x	8	-4	x	1	-1
Cc1cccc(C)c1NC(=O)CN1CCNCC1	2	-2	94	0.6	u	0	4	x	4	5
CNC(=O)n1ccc(C(=O)N2CCCCC2)n1	-5	0	92	-1.5	-2	-5	3	-4	-1	2
Cn1c(=O)cc(OCCCC(=O)Nc2ccc3c(c2)OCCO3)c2ccccc21	-2	-1	86	-2.6	-5	-4	13	-4	2	u
COCCCNC(=O)Cn1cc(/C=C(\C#N)C(=O)N2CCN(c3ccccc3)CC2)c2ccccc21	-2	-2	90	-1.8	-4	1	10	-4	6	1
O=C(O)c1cc(S(=O)(=O)NCCCN2CCCC2=O)ccc1Cl	-4	-2	96	-2.7	-1	-4	15	-9	13	1
CCOc1ccc(CCNC(=O)CS(=O)Cc2nc(-c3ccc(OC)cc3)oc2C)cc1OCC (centres undefined)	1	2	102	-1.5	-4	5	-1	-2	4	1
Cc1cc(=O)oc2cc3c(cc12)OCCN3	5	1	95	2.0	2	-2	15	9	22	4
O=C(O)CCc1nnc(SCC(=O)Nc2ccc(Cl)c(C(F)(F)F)c2)[nH]c1=O	0	-2	105	-2.1	7	6	-5	2	7	-1
CCN(CC)S(=O)(=O)c1ccc(OC)nc1	-1	-2	100	-0.6	-3	0	4	-7	6	2
COc1ccc(CCNc2oc(COc3ccccc3Cl)nc2C#N)cc1OC	-1	2	97	1.0	10	-4	25	-7	4	-2
COCCN(C(=O)CC1C(=O)NCCN1Cc1ccc(-c2ccccc2)cc1)C(C)C (centres undefined)	-1	1	93	0.3	-5	2	11	-15	1	3
COC(=O)C/C(C)=N/Nc1ccc(S(=O)(=O)N2CCCC2)cc1[N+](=O)[O-]	1	-1	96	-3.3	4	0	-3	-6	8	4
C=CCC[C@H](Cc1ccc(F)cc1)C(=O)OC[C@@H](NC(=O)[C@@H](CC=C)CC(=O)N[C@H](CO)Cc1ccccc1)C(C)(C)C	-2	-10	98	1.7	10	6	-8	-9	6	3
COc1ccc(CCN(Cc2cccs2)S(=O)(=O)c2ccc(S(=O)(=O)N3CCC(C)CC3)cc2)cc1OC	6	0	83	-1.1	-4	-1	-2	-19	2	0
O=C(O)c1nc(NCCc2ccccc2)ncc1Cl	-2	0	97	0.3	2	-2	2	-7	-3	-1
COc1ccc(NC(=O)C(=O)NCCN2CCN(C(=O)C(c3ccccc3)c3ccccc3)CC2)cc1	5	-1	93	-0.6	-5	-2	-1	-5	6	2
Cc1ccc(NC(=O)Nc2ccccc2C(N)=O)cc1	3	-5	95	-0.3	-8	4	-8	-4	2	-1
Nc1nc(C(c2ccccc2)c2ccccc2)cs1	-9	2	100	0.4	-1	4	-4	-3	10	-3

Entries of single compounds as entered above. Values in the order: HTR2A ag, Exocytosis inh, ABCB6 inh MLPCN, MC4R barr agon, PDI turbidity, ABHD5-PLIN5 inh, H9c2 protect, CaV13 FRET inh, MC4R antagonist, N-glyco inh
Profile of COc1ccc(N=CC2=C(O)c3ccccc3C2=O)cc1 → -3, 0, 89, -2.0, 1, -7, -23, -5, -8, -16
Profile of O=C(O)CCc1nnc(SCC(=O)Nc2ccc(Cl)c(C(F)(F)F)c2)[nH]c1=O → 0, -2, 105, -2.1, 7, 6, -5, 2, 7, -1

Screening results: PubChem, several laboratories
